Compound activity as filed in PubChem.
MazF activator: increases E. coli MazEF RNase cleavage of RNA; P0AE70; FAM/BHQ RNA-DNA oligo cleavage fluorescence, 5 h; activation, % at 20 µM; hit rate 0.32% among 350,000; AID 504720; in the data active = activation above about 50%
Target sequence (P0AE70 whole entry, looked up): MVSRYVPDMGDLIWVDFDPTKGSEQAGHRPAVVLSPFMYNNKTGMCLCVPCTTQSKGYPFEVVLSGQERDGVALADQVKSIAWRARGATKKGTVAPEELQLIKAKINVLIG
Rv3671c protease: inhibits the M. tuberculosis serine protease Rv3671c; P9WHR9; inhibition, % at 5.96 µM; hit rate 0.048% among 320,000; AID 2606; in the data active = inhibition above about 38%;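 also: extracellular domain of Rv3671c used as enzyme; 0% = enzyme with DMSO and 100% = no enzyme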
BoNT F protease: blocks Botulinum neurotoxin F light chain protease. inhibition, % at 10 µM. Multiplex microsphere protease cleavage assay, flow cytometry. hit rate 0.22% among 360,000; in the data active = inhibition above about 35%, passing the limit was not always enough; inconclusive = no clear call, values can overlap the other calls; also: plate controls were buffer without enzyme for full effect and enzyme alone for no effect
PrPC surface inh: reduces human prion protein on the cell surface | P04156 | cell surface PrPC, TR-FRET read-out | hit rate 0.43% among 370,000 | AID 720596 | inhibition, % at 13.8 µM; in the data active = inhibition above about 24%; also: 0% = median of the test wells and 100% = reference compound wells
BoNT-A LC inh2: BoNT A light chain protease inhibition. inhibition, % at 10 µM. hit rate 0.17% among 360,000. multiplex microsphere protease substrate cleavage, flow cytometry; also: plate controls were buffer without enzyme for full effect and enzyme alone for no effect
PriA SSB inh: K. pneumoniae PriA-SSBct interaction inhibition; hit rate 0.6% among 430,000; AID 1272365; inhibition, % at 33 µM; AlphaScreen SSBct-PriA binding, biotinylated peptide; in the data active = inhibition mostly above about 37%, no sharp cut-off; inactive = mostly below about 20%;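 also: plate controls were negative control peptide for no effect and reference peptide for full effect; strong numbers were not always called active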
CCHFV vOTU inh: blocks the CCHF virus ovarian tumor domain protease | CCHFV vOTU protease, Pep-AMC fluorescence | inhibition, % at 11.5 µM | hit rate 0.55% among 370,000; in the data active = inhibition above about 30%; also: 0% = vehicle wells with enzyme and 100% = no enzyme wells
Anthrax LF inh2: inhibitors of Bacillus anthracis lethal factor protease; P15917; multiplex microsphere protease cleavage assay, LF; inhibition, % at 10 µM; hit rate 0.12% among 360,000; also: plate controls were buffer without enzyme for full effect and enzyme alone for no effect
Target sequence (P15917 whole entry, looked up): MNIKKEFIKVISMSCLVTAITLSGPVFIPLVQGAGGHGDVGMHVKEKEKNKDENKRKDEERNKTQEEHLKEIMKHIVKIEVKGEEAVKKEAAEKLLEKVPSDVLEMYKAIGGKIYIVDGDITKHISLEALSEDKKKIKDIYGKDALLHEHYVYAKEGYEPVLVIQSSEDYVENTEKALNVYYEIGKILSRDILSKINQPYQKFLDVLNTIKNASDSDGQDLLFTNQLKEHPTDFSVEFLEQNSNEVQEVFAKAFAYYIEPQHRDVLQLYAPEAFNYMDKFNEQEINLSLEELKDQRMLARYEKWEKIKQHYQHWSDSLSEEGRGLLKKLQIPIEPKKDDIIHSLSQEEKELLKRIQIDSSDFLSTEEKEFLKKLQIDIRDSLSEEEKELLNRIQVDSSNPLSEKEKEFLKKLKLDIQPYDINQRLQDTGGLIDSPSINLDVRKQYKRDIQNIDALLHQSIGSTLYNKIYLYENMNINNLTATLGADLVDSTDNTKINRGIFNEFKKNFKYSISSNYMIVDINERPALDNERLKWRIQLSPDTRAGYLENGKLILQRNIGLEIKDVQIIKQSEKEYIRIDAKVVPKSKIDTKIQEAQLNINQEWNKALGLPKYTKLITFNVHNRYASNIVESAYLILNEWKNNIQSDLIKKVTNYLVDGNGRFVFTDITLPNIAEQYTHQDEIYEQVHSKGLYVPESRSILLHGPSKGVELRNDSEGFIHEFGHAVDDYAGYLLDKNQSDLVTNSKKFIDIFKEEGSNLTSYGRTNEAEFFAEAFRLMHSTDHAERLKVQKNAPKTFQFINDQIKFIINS
VHR inh abs: inhibitors of human VHR1 phosphatase (DUSP3); hit rate 0.52% among 290,000; recombinant VHR phosphatase, pNPP absorbance; inhibition, % at 13.3 µM; in the data active = inhibition above about 50%; also: some compounds called inactive have numbers as strong as hits
Target sequence (P51452 whole entry, looked up): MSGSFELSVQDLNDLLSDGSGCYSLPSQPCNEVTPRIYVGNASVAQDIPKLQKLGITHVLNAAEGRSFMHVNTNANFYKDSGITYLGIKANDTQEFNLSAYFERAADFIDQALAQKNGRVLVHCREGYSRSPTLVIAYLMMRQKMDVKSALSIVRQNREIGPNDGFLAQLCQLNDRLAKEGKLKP
SARS 3CLpro inh: SARS-CoV 3CLpro protease inhibition | P0C6X7 | recombinant SARS-CoV 3CLpro, quenched FRET peptide cleavage | inhibition, % at 6 µM | hit rate 0.14% among 290,000 | AID 1706; in the data active = inhibition above about 12%
Active calls of the source: *; ? = inconclusive; nt = not tested or not shown. Rule as the data show it, unless noted: active = inhibition above about 30%; inconclusive = no clear call, values can overlap the other calls; inactive = below that. This is a subset; count on the stated rates, not on these rows.

SMILES | MazF activator | Rv3671c protease | BoNT F protease | PrPC surface inh | BoNT-A LC inh2 | PriA SSB inh | CCHFV vOTU inh | Anthrax LF inh2 | VHR inh abs | SARS 3CLpro inh
O=C(NN1C(=O)c2ccccc2C1=O)C1C2CCCCC21 (centres undefined) | 3.7 | -0.8 | -3.7 | 2.8 | -0.7 | 14.3 | -1.1 | -2.3 | -4.7 | -2.6
COc1ccc(C2=NNC(c3cccnc3)=Nc3ccccc32)cc1 | 0.0 | -7.8 | -5.1 | 0.8 | -0.2 | -5.4 | 6.3 | -0.2 | 13.9 | 1.7
COc1cc2ccccc2cc1C(=O)NC(=S)Nc1cccc(C(=O)O)c1C | 7.8 | -7.5 | -6.8 | 0.2 | -0.2 | -7.0 | 12.1 | -4.3 | 38.8 | 5.4
N#Cc1nc(-c2cccs2)oc1NCc1ccc(Cl)cc1 | 7.8 | 2.9 | 3.7 | 0.9 | -0.1 | 4.0 | -92.6 | -3.1 | 11.9 | 3.5
COc1ccc(OC)c(NC(=O)c2cc(-c3cc(C)ccc3O)n[nH]2)c1 | 14.1 | nt | -26.5 | -0.8 | -4.2 | 7.7 | -6.5 | 0.1 | 16.5 | -1.3
O=C(C[C@H]1C[C@@H]2c3cc(NC(=O)c4cccnc4)ccc3O[C@@H]2[C@H](CO)O1)NCc1ccncc1 | 5.1 | nt | -0.4 | -2.1 | 0.4 | nt | 4.3 | 2.5 | nt | nt
COc1cccc(NC(=O)C2CCN(S(=O)(=O)c3ccc4c(c3)CC(C)N4C(C)=O)CC2)c1 (centres undefined) | 9.2 | 0.2 | -2.1 | 1.7 | 0.4 | -4.6 | 14.9 | -3.6 | 16.0 | -0.4
COc1ccc(C2C3=C(CCCC3=O)Nc3ccc4ncccc4c32)cc1OC (centres undefined) | 6.6 | 3.7 | 0.1 | -16.4 | -4.5 | 2.6 | -1.5 | -6.7 | -28.2 | -1.8
CCOC(=O)c1c(NC(=O)COC(=O)c2nc(Cl)ccc2Cl)sc(C(=O)N(C)C)c1C | -5.7 | 6.2 | 0.0 | -9.0 | -3.2 | 1.6 | -2.1 | -3.2 | nt | nt
CC1(C)C(=O)Nc2ccccc2N1C(=O)COC(=O)COc1ccc(C#N)cc1 | 4.4 | -8.2 | 8.7 | -3.9 | 3.8 | -6.1 | -0.9 | -2.0 | 0.3 | 5.1
NC(=O)c1ccc(NC(=O)c2cccc3c2OCCCO3)cc1 | 0.8 | 7.5 | ? | -5.1 | -0.9 | 9.1 | -5.6 | -5.8 | 8.8 | 2.5
O=C(C1CCN(S(=O)(=O)c2cc(Cl)ccc2Cl)CC1)N1CCCC1 | -20.4 | -20.7 | -5.1 | 0.9 | -0.1 | 14.7 | 6.6 | -0.9 | 1.8 | 1.7
Cc1c(C(=O)NCc2cccnc2)sc2nc(-c3ccc(F)cc3)cn12 | -11.2 | -6.0 | -11.5 | 12.0 | -0.4 | 8.5 | 0.4 | -0.6 | 12.0 | -1.6
CC[C@@H](C)[C@H](NC(=O)C1CCN(C(=O)[C@@H](NS(=O)(=O)c2ccc(C)cc2)C(C)C)CC1)C(=O)O | 6.2 | -2.3 | -6.8 | 0.7 | 1.0 | -12.1 | 4.5 | -3.0 | -6.6 | -6.2
C=CCOc1ccc(C2C(C#N)=C(N)N(Nc3ccccc3)C3=C2C(=O)CCC3)cc1OC (centres undefined) | -0.2 | -7.7 | -6.2 | -2.4 | -0.6 | -2.0 | -5.3 | -8.0 | 18.6 | 3.9
COc1ccc(NC(=O)c2ccc(NC(=O)C3CC3)cc2)cc1 | 6.7 | 10.4 | -3.8 | -1.4 | -0.4 | -1.0 | 3.2 | 0.6 | 7.7 | -1.1
O=C(CCl)N(c1ccccc1)C1CCS(=O)(=O)C1 (centres undefined) | -7.3 | 7.1 | -5.7 | -5.1 | -0.1 | -12.5 | 1.5 | -0.8 | 8.4 | 2.5
COc1cccc(CN(C)CC(=O)N2CCN(S(=O)(=O)c3ccccc3)CC2)c1 | -3.9 | nt | 4.2 | 6.0 | 0.0 | nt | 0.2 | 6.8 | nt | nt
CSc1cccc(NC(=O)CCCOc2ccccc2)c1 | -11.6 | -1.2 | -8.2 | 16.2 | -0.1 | -25.7 | 9.4 | -5.2 | 23.7 | 1.9
O=C1CCN(Cc2ccccc2)S(=O)(=O)c2ccc(F)cc21 | 4.1 | -3.3 | 1.5 | -1.4 | -0.3 | -3.9 | -0.8 | 2.4 | nt | nt
O=c1[nH]c(CSc2nc3ccccc3o2)nc2c1cnn2-c1ccccc1 | 15.1 | -24.6 | 18.4 | 1.3 | 1.0 | 6.6 | 11.8 | 7.5 | 7.8 | 2.9
COc1ccc(NC(=O)CN(C)Cc2c(F)cccc2Cl)cc1S(=O)(=O)N1CCCCC1 | 1.9 | 0.1 | -3.2 | 5.8 | -0.7 | -4.6 | 18.0 | -0.1 | 24.4 | 1.9
Cc1ccccc1-n1nc(C)c2cc(C(=O)NCc3cccnc3)sc21 | -13.9 | -1.7 | -8.1 | 6.7 | -0.8 | 2.8 | 0.6 | -3.3 | 30.4 | -5.5
CCC1=C(OC(=O)N(CC)CC)N2C(=O)OC(=NCc3ccccc3)[C@]2(C)[C@H]2C1=CC[C@H]1C(=O)N(c3ccccc3)C(=O)[C@H]12 | -2.6 | -0.4 | -0.2 | 5.8 | -0.6 | 7.7 | -2.3 | -5.1 | 3.5 | nt
COc1cc(/C=C(\C#N)C(=O)NC2CCCCC2)ccc1OCc1ccc(C(=O)O)cc1 | -10.8 | -5.7 | -6.6 | 5.6 | 0.1 | 6.6 | 10.5 | -3.8 | 19.7 | 2.6
Cc1ccccc1CC1(CO)CCCN(C(=O)CCCN2CCCCC2=O)C1 (centres undefined) | -7.6 | -0.5 | 4.2 | -4.7 | -0.2 | 4.2 | -4.0 | 3.3 | 26.3 | 2.8
CC(C)n1c(/C=C/c2ccccc2)nc2ccccc21 | -4.2 | -12.9 | 1.4 | -0.7 | -0.3 | -68.4 | -36.9 | -2.8 | 21.9 | 0.3
Cc1ccc(NC2=CC(=O)CC(C)(C)C2)cc1F | 1.6 | -1.2 | -20.4 | 7.2 | -6.6 | -0.1 | -9.1 | -6.9 | 6.9 | 1.1
CC(C)(O)C1CC[C@@](C)([C@@H]2CC[C@]3(C)[C@H]2[C@H](O)CC2[C@@]4(C)CCC(O)C(C)(C)C4C(OC4OC(CO)C(O)C(O)C4O[C@@H]4OCC(O)C(O)C4O)C[C@]23C)O1 (some centres undefined) | 7.3 | 1.5 | -1.2 | 1.5 | 0.4 | -2.8 | 5.3 | -1.1 | nt | nt
CNc1cc(C)c(C#N)c2nc3ccccc3n12 | 0.7 | -7.1 | 7.4 | 3.2 | 0.4 | -11.0 | -209.9 | 32.2* | -41.8 | 0.8
CCC1(C)CC(CCNS(=O)(=O)c2ccc(C)cc2)(c2ccc(C)cc2)CCO1 (centres undefined) | -20.0 | 0.3 | -2.4 | -2.6 | 0.4 | -13.4 | 5.4 | -1.3 | 15.2 | 4.1
CCN(C(=O)c1ccco1)c1nnc(-c2cccnc2)s1 | 3.8 | -0.2 | 0.1 | -3.6 | -2.1 | -4.8 | -13.5 | -0.3 | 12.5 | -9.0
Cn1c(=O)oc2cc(S(=O)(=O)NCCC(=O)N3CCN(c4ccccc4F)CC3)ccc21 | 7.9 | -4.1 | -4.7 | -0.2 | 0.3 | -2.5 | 12.8 | -1.0 | 3.9 | -1.9
C=CCc1cc(OC)ccc1OCCOCCN1CCc2ccccc2C1 | 0.2 | 2.9 | -10.1 | 5.5 | 0.3 | -8.6 | 21.6 | -10.0 | 1.6 | 1.1
O=C(Cn1c(=O)n(-c2ccccc2)c(=O)c2sccc21)N1CCCC1 | -1.5 | -3.4 | -4.1 | -9.1 | -0.6 | 2.7 | -3.4 | 0.0 | 15.1 | -3.9
COc1ccc([N+](=O)[O-])cc1NC(=O)C(C)OC(=O)/C=C/c1ccco1 (centres undefined) | 7.5 | 9.3 | 1.0 | -13.2 | -0.1 | -4.1 | 22.4 | -3.2 | -5.3 | 1.4
CN1C(=O)c2ccc(N3CCCC3)cc2C1=O | -9.3 | -0.7 | 9.2 | -13.3 | 2.3 | -32.5 | 9.5 | 1.3 | -12.4 | 6.5
Cc1ccc(S(=O)(=O)NC(=S)NC2CCCCC2)cc1 | 9.2 | 5.5 | -5.6 | 2.9 | -0.8 | -4.3 | 1.5 | -2.6 | 1.7 | -0.8
CCN(CC)S(=O)(=O)c1ccc(OC)c(NS(=O)(=O)c2ccc(F)cc2)c1 | -3.7 | -4.2 | -24.2 | 2.2 | 0.3 | 1.5 | 6.5 | -4.2 | 9.6 | -6.7
Cc1ccc(N(Cc2ccc(C(=O)NC3CCCCC3)cc2)S(C)(=O)=O)cc1C | 51.4* | 3.2 | -4.2 | 2.7 | -0.3 | -20.8 | 4.2 | 1.1 | -8.1 | -1.6

Exported with values under each structure: three of the compounds above.
Sequence of screens: MazF activator | Rv3671c protease | BoNT F protease | PrPC surface inh | BoNT-A LC inh2 | PriA SSB inh | CCHFV vOTU inh | Anthrax LF inh2 | VHR inh abs | SARS 3CLpro inh
O=C(Cn1c(=O)n(-c2ccccc2)c(=O)c2sccc21)N1CCCC1
  -1.5 | -3.4 | -4.1 | -9.1 | -0.6 | 2.7 | -3.4 | 0.0 | 15.1 | -3.9
C=CCc1cc(OC)ccc1OCCOCCN1CCc2ccccc2C1
  0.2 | 2.9 | -10.1 | 5.5 | 0.3 | -8.6 | 21.6 | -10.0 | 1.6 | 1.1
Cc1ccc(N(Cc2ccc(C(=O)NC3CCCCC3)cc2)S(C)(=O)=O)cc1C
  51.4* | 3.2 | -4.2 | 2.7 | -0.3 | -20.8 | 4.2 | 1.1 | -8.1 | -1.6

Next part.
SMILES | MazF activator | Rv3671c protease | BoNT F protease | PrPC surface inh | BoNT-A LC inh2 | PriA SSB inh | CCHFV vOTU inh | Anthrax LF inh2 | VHR inh abs | SARS 3CLpro inh
CCOC(=O)C(c1ccccc1)C(Nc1ccc(F)cc1)c1ccccn1 (centres undefined) | -0.2 | 3.4 | 7.3 | 5.4 | 0.7 | 2.0 | 1.7 | -12.0 | 26.9 | -2.5
COc1ccccc1NS(=O)(=O)c1cc(NC(=O)c2ccc(=O)[nH]c2)ccc1N1CCOCC1 | 5.2 | -17.8 | -7.8 | -3.1 | 1.4 | 0.6 | -14.9 | 1.7 | 4.2 | -3.0
CSCCC(NC(=O)c1ccccc1Br)C(=O)N1CCN(C(C)=O)CC1 (centres undefined) | 1.8 | 4.4 | -4.0 | 5.4 | -0.3 | -3.9 | 18.2 | -5.7 | nt | nt
COc1ccc(Br)c(OC)c1C(=O)NC(=O)Nc1nc(C)cc(C)n1 | 4.5 | 10.6 | -3.5 | -3.2 | 0.1 | 1.2 | 16.2 | -11.3 | 28.9 | -3.2
CCC1(c2ccccc2)CN(C)C1=O (centres undefined) | 1.0 | nt | 3.9 | 4.8 | -0.2 | nt | 1.9 | -2.4 | nt | nt
O=C(COC(=O)c1cc(S(=O)(=O)N2CCCCC2)ccc1Cl)NC1CCS(=O)(=O)C1 (centres undefined) | 1.5 | -2.2 | 1.7 | 0.6 | -0.1 | -12.6 | -3.2 | 0.3 | nt | nt
Cn1c(=O)c2cc(S(=O)(=O)NCCC(=O)NC3CCCCCCC3)ccc2n(C)c1=O | 3.0 | -3.8 | 1.0 | nt | -0.5 | -14.8 | nt | -3.2 | 27.7 | -1.4
COc1cc2c(cc1OC(C)=O)C(=O)CCCC2 | nt | nt | 0.2 | -2.4 | -0.4 | nt | 5.6 | -5.7 | nt | nt
CC(=O)c1nn(-c2cccc(Br)c2)cc1C(=O)c1ccc(Cl)cc1 | -28.1 | -8.2 | 1.2 | -1.2 | 0.6 | -21.2 | 0.1 | 0.7 | 30.1 | 0.6
COc1ccc(C2=C/C(=C\c3ccc(OC(C)=O)cc3)C(=O)O2)cc1 | -142.0 | 1.0 | -1.6 | 3.6 | 0.1 | -6.4 | 4.7 | -0.6 | 26.9 | 1.1
COC(=O)CNc1c(-c2ccccc2)nc2ccc(Br)cn12 | 3.3 | 3.1 | 28.6 | -0.9 | 4.5 | 18.6 | 15.9 | 6.9 | 22.3 | 0.7
